Screening results as filed in PubChem.
Autophagy mod: autophagy modulators in MEF cells, primary screen, imaging, high-content, MEF GFP-LC3 | MEF GFP-LC3 puncta imaging; test concentration mostly 10 µM | actives 0.98% (n = 190,000) | calls only at 10 µM (by protocol);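 active = percentage of spot-positive cells more than 3 SD above its plate mean, without a fluorescence outlier flag or 80% toxicity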;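 also: spot-positive cell cutoff set from DMSO-treated cells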
MT stabilize HCS: microtubule stabilizers in HeLa cells, primary screen, imaging, high-content imaging; HeLa tubulin immunostaining HCS, 24 h; share of cells brighter than vehicle mean+2SD; % tubulin-high responders, % at 10 µM; actives 0.83% (n = 200,000); AID 2205, 2009;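 active = plate Z-score above 3 for both tubulin-high and condensed-nucleus cell shares, with cell loss under 80%, at 10 µM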;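 also: anti alpha tubulin signal scored within the nucleus-defined area of each cell; some results filed as inactive read as strong as hits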
Yfh1-off respiration: enhancers of respiration in Yfh1-depleted yeast, dose response, Friedreich's ataxia, plus single-dose screen (AID 1465); S. cerevisiae Yfh1-off respiration, WST-1 reduction, 72 h; higher fold induction means a stronger effect; fold induction at 50 µM, or EC50 in µM where a hit was titrated; actives 0.074% (n = 220,000);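 active = fold induction of absorbance versus untreated yeast above a set limit, then at least 30% activation at any dose in follow-up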;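 also: activators that raise dye reduction in frataxin-depleted yeast; strong numbers were not always called active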
Dynein transport: inhibitors of GR-EGFP nuclear translocation, primary screen, dynein cargo transport inhibitor project, imaging, high-content, 3617.4 mouse cells; test concentration mostly 20 µM; stimulated with dexamethasone, 1 µM; active compounds read low; actives 0.47% (n = 220,000); z-score, hits read low;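 active = plate z-score of nuclear minus cytoplasmic receptor signal below a set negative limit, without overly bright fluorescence or cell loss, cut at about -3.5 in these data, passing the limit was not always enough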;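 also: z-score of nuclear minus cytoplasmic ring GR-EGFP intensity difference per well; some compounds called inactive have numbers as strong as hits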
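Schedule: 48 h induction, then 1 h compound, then 30 min agonist, 37 °C. Buffer or medium: tetracycline-free induction medium containing charcoal-stripped FBS. Reagent: 1.0 µM final dexamethasone stimulus. Evaluation: nuclear versus cytoplasmic GR-EGFP signal, averaged per well. Signal: high-content fluorescence imaging after fixation.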
Dynein transport cytoplasmic EGFP: also measured in Dynein transport; calls as there; z-score; measured here: cytoplasmic GR-EGFP intensity; active compounds read high
Dynein transport nuclear GR-EGFP: also measured in Dynein transport; calls as there; z-score; measured here: nuclear GR-EGFP intensity;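 lower value marks the stronger effect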
Dynein transport cell count: recorded beside Dynein transport, whose call it bears; z-score; measured here: cell count per field
MT stabilize HCS Hoechst-high %: also measured in MT stabilize HCS; calls as there; % Hoechst-high responders; measured here: nuclear condensation Hoechst responders;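 share of cells brighter than vehicle mean plus two SD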
MT stabilize HCS cytotoxicity %: further read-out of MT stabilize HCS, marked with its call; toxicity, %; measured here: cytotoxicity by cell density;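 0% = mean cell density of plate MIN control wells and 100% = no cells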
Autophagy mod cell loss 18 h: second read-out of Autophagy mod, no call of its own (marks repeat the call); toxicity, %; measured here: cell loss, nuclei count;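 cell loss after 18 h compound exposure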
* marks the source's active call; other numbers are inactive results; i = inactive; / = no result given; + = active, no number. Not all compounds are listed. The share of hits here may be higher or lower than overall.

[1] CCOc1cc(NC(=O)c2cnccn2)c(OCC)cc1NC(=O)c1ccc(C)cc1
[2] COc1cccc(CN2CCN(C(=O)c3cccc(F)c3)CC2)c1
[3] O=C(OCN1C(=O)c2ccccc2C1=O)c1ccc2c(=O)n3c(nc2c1)CCC3
[4] Cc1cc[n+](-c2nc([O-])n(-c3ccccc3)c2C=O)cc1
[5] Cc1cc(-c2ccccc2)nc(N2CCC(C(=O)NCC3CCCCC3)CC2)n1
[6] O=C1C(=O)N(CCCn2ccnc2)C(c2cccnc2)/C1=C(/O)c1ccccc1 (centres undefined)
[7] COc1ccc(N2CCN(CC(=O)Nc3cc4c(cc3C(C)=O)OCO4)CC2)cc1
[8] COC(=O)c1ccccc1NC(=O)c1cc(-c2ccc(OC)c(OC)c2)on1
[9] COC(=O)c1ccc(CSc2nc(-c3ccc(OC)cc3)nc3c2c(=O)n(C)c(=O)n3C)o1
[10] CN(C)c1ccc(CNC23CC4CC(CC(C4)C2)C3)cc1
[11] O=C1c2ccccc2-c2ncnc3cccc1c23
[12] CCOC(=O)c1cc(C#N)c(N2CCCCC2)nc1-c1ccccc1

Screen / compound no.,1,2,3,4,5,6,7,8,9,10,11,12
Autophagy mod,+,i,i,i,i,i,i,i,+,i,i,i
Autophagy mod cell loss 18 h,-0.2*,3,-6,-13,-6,3,3,-4,5.3*,-30,8,45
MT stabilize HCS,3.0,3.4,3.3,2.3,3.8,3.3,9.2,4.2,4.2,2.3,4.3,1.7
MT stabilize HCS Hoechst-high %,2.0,2.0,2.1,2.6,1.9,1.9,6.7,2.1,1.1,1.9,2.8,1.7
MT stabilize HCS cytotoxicity %,8.6,4.1,5.7,7.0,4.9,0.3,98,4.6,0.5,4.6,3.2,7.0
Yfh1-off respiration,/,/,/,/,/,/,/,/,/,/,/,i
Dynein transport,-0.83,-0.35,-0.19,-0.31,-0.14,-0.56,-0.26,-0.38,-0.18,-0.52,0.58,/
Dynein transport cytoplasmic EGFP,-0.19,-0.19,0.026,-0.26,-0.14,-0.22,-0.23,-0.22,-0.26,-0.098,-0.15,/
Dynein transport nuclear GR-EGFP,-0.9,-0.82,0.46,-0.6,-0.25,-0.29,0.38,-0.32,0.13,0.35,0.22,/
Dynein transport cell count,-0.6,-0.08,0.1,1.2,-0.2,-0.36,0.015,-0.027,-0.34,0.9,0.14,/

Arranged by length of the SMILES (largest number first): seven of the compounds above.
[9] COC(=O)c1ccc(CSc2nc(-c3ccc(OC)cc3)nc3c2c(=O)n(C)c(=O)n3C)o1
[3] O=C(OCN1C(=O)c2ccccc2C1=O)c1ccc2c(=O)n3c(nc2c1)CCC3
[6] O=C1C(=O)N(CCCn2ccnc2)C(c2cccnc2)/C1=C(/O)c1ccccc1 (centres undefined)
[8] COC(=O)c1ccccc1NC(=O)c1cc(-c2ccc(OC)c(OC)c2)on1
[4] Cc1cc[n+](-c2nc([O-])n(-c3ccccc3)c2C=O)cc1
[12] CCOC(=O)c1cc(C#N)c(N2CCCCC2)nc1-c1ccccc1
[10] CN(C)c1ccc(CNC23CC4CC(CC(C4)C2)C3)cc1

Screen / compound no.,9,3,6,8,4,12,10
Autophagy mod,+,i,i,i,i,i,i
Autophagy mod cell loss 18 h,5.3*,-6,3,-4,-13,45,-30
MT stabilize HCS,4.2,3.3,3.3,4.2,2.3,1.7,2.3
MT stabilize HCS Hoechst-high %,1.1,2.1,1.9,2.1,2.6,1.7,1.9
MT stabilize HCS cytotoxicity %,0.5,5.7,0.3,4.6,7.0,7.0,4.6
Yfh1-off respiration,/,/,/,/,/,i,/
Dynein transport,-0.18,-0.19,-0.56,-0.38,-0.31,/,-0.52
Dynein transport cytoplasmic EGFP,-0.26,0.026,-0.22,-0.22,-0.26,/,-0.098
Dynein transport nuclear GR-EGFP,0.13,0.46,-0.29,-0.32,-0.6,/,0.35
Dynein transport cell count,-0.34,0.1,-0.36,-0.027,1.2,/,0.9

Record cards (already shown). Screens in order: Autophagy mod, Autophagy mod cell loss 18 h, MT stabilize HCS, MT stabilize HCS Hoechst-high %, MT stabilize HCS cytotoxicity %, Yfh1-off respiration, Dynein transport, Dynein transport cytoplasmic EGFP, Dynein transport nuclear GR-EGFP, Dynein transport cell count
COc1cccc(CN2CCN(C(=O)c3cccc(F)c3)CC2)c1 is listed as i, 3, 3.4, 2.0, 4.1, /, -0.35, -0.19, -0.82, -0.08
COc1ccc(N2CCN(CC(=O)Nc3cc4c(cc3C(C)=O)OCO4)CC2)cc1 is listed as i, 3, 9.2, 6.7, 98, /, -0.26, -0.23, 0.38, 0.015
